KKLEB tox: reduces viability of KKLEB cystic fibrosis airway cells. AID 602141. 360,000 compounds, 0.36% hits. KKLEB CF airway cells viability, ATPlite luminescence, overnight; active compounds read low; cells stimulated with P. aeruginosa culture filtrate. activity change (cytotoxicity), % at 5 µM;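 active means corrected activity change at or below -50% at 5 µM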
C8 TRAIL sens: sensitizes caspase-8 expressing cells to TRAIL; AID 624354; inhibition (viability loss, TRAIL sensitization), % at 10 µM; NB7+C8 cells + TRAIL, ATPlite viability luminescence; 360,000 compounds, 1% hits;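 active means compounds causing at least 50% loss of cell viability in the single-dose screen, relative to plate controls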
EBV LMP1 NFkB: inhibitors of Epstein-Barr LMP1-induced NF-kappaB reporter | LMP1-induced NF-kappaB luciferase reporter cells, luminescence | AID 504558 | inhibition, % at 12.5 µM | 350,000 compounds, 0.69% hits; in the data active means inhibition above about 41%;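 further: 0% = neutral control wells and 100% = reference inhibitor control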
TROY NFkB inh: inhibitors of TROY-dependent NF-kB signaling | Q293 LMP1-TROYcd NF-kB luciferase reporter, 4 h | inhibition, % at 10 µM | 360,000 compounds, 0.98% hits;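 active means compounds whose plate-normalised and pattern-corrected inhibition of the luciferase reporter signal at the single screening dose is 50% or more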
Shn3 inh set2: inhibitors of Schnurri-3 3'UTR reporter in osteoblasts; Clone20 osteoblast Shn3 3'UTR firefly luciferase, 24 h; inhibition, % at 12.5 µM; 360,000 compounds, 0.52% hits;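 active means mean inhibition of at least 75% with every replicate also reaching 75%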;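 further: 0% = median of neutral control wells and 100% = pilot-screen positive control compound; some compounds past the cut are filed as inactive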
NCOA1 inh: human NCOA1 inhibition; HEK293 GAL4-SRC1 luciferase reporter, luminescence; inhibition, % at 3.6 µM; 360,000 compounds, 0.12% hits; AID 588354;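 active means inhibition above the campaign mean plus 3 SD, with each screening campaign given its own cutoff, cut at about 60% in these data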;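 further: 0% = DMSO treated cells and 100% = gossypol at 36 µM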
NR2F2 inh: inhibitors of human COUP-TFII (NR2F2) | P24468 | HEK293T NGFI-A luciferase reporter, luminescence | inhibition, % at 8.6 µM | 370,000 compounds, 0.7% hits | AID 686940;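 active means inhibition above a per-plate cutoff, mean inhibition of test wells between control levels plus 3 SD, cut at about 38% in these data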;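 further: cells cotransfected with COUP-TFII expression vector driving the NGFI-A reporter; 0% = median of COUP-TF2 test wells and 100% = reporter-only cells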
Target sequence (P24468 whole entry, looked up): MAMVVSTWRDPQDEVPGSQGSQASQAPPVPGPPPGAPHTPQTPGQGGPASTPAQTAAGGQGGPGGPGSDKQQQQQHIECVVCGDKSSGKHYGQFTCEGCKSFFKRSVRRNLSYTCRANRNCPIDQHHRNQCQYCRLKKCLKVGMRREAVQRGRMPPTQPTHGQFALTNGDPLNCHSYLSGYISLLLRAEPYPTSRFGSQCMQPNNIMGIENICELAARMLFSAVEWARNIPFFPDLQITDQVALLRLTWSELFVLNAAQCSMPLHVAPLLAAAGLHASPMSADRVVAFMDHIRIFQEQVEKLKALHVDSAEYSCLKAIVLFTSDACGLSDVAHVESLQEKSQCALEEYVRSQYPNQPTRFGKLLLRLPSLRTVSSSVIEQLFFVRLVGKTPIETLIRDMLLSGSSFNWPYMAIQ
CF NFkB block: cystic fibrosis NF-kB activation inhibition; KKLEB NF-kB-GFP reporter, PAF-induced, GFP fluorescence overnight; inhibition, % at 5 µM; 360,000 compounds, 0.86% hits; AID 588850;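 active means at least 50% inhibition at 5 µM, scaled per plate between neutral and stimulator controls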;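 further: PAF is a Pseudomonas aeruginosa culture filtrate used as stimulus; plate controls were PAF-stimulated DMSO wells for no effect and unstimulated DMSO wells for full effect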
NR5A2 inv ag: suppresses constitutive activity of human LRH-1; HEK293T StAR-luciferase reporter, LRH-1 transfected, 24 h; inhibition, % at 3.6 µM; O00482; AID 602396; 360,000 compounds, 0.13% hits;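 active means inhibition above the mean inhibition of all tested compounds plus 3 SD, cut at about 73% in these data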;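 further: 0% = DMSO wells and 100% = reporter-only cells lacking LRH-1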
Target sequence (O00482 whole entry, looked up): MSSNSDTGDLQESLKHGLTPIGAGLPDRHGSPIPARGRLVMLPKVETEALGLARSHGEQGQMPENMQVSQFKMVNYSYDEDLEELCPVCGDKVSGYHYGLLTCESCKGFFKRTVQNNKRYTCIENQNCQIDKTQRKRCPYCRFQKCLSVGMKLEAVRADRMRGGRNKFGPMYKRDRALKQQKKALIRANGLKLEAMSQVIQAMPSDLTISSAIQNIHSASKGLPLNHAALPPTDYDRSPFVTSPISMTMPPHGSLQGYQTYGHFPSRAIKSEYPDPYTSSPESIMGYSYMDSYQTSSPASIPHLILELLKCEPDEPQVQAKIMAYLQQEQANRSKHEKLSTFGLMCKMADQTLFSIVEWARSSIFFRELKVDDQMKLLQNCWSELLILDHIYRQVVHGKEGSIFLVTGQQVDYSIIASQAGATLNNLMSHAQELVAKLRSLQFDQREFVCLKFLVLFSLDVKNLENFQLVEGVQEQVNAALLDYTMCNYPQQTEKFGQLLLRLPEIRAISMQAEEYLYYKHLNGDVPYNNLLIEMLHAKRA
TWEAK-Fn14 inh: inhibitors of TWEAK-Fn14 interaction signaling. TWEAK-stimulated Fn14 reporter cells, luciferase luminescence, 8 h. inhibition, % at 10 µM. 360,000 compounds, 2% hits; in the data active means inhibition above about 50%
SRC3 inh: inhibits human SRC3 coactivator; Q9Y6Q9; HEK293 GAL4-SRC3 luciferase reporter, luminescence; inhibition, % at 3.6 µM; 360,000 compounds, 0.17% hits; AID 588352;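 active means inhibition above a per-campaign cutoff, the mean of all compounds plus 3 SD, cut at about 60% in these data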;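 further: 0% = DMSO-treated cells and 100% = gossypol-treated cells at 36 µM; higher means less SRC3-driven luciferase light from the GAL4 reporter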
* hit, by the source's call; x = not tested or not shown.

SMILES	KKLEB tox	C8 TRAIL sens	EBV LMP1 NFkB	TROY NFkB inh	Shn3 inh set2	NCOA1 inh	NR2F2 inh	CF NFkB block	NR5A2 inv ag	TWEAK-Fn14 inh	SRC3 inh
Nc1nonc1-n1nnc(C(=O)N/N=C/c2ccc(OCc3ccccc3F)cc2)c1CNc1ccccc1	-2.7	9.8	-8.3	-50.2	18.2	7.1	-12.0	-15.5	3.3	-44.5	-5.9
Cc1ccnc(NC(=O)Nc2ccc(F)cc2)c1	0.2	13.8	-33.4	-21.4	-90.2	-110.0	-36.4	5.6	-184.6	5.3	-91.5
CCOc1ccc(Nc2nc3c(c(=O)[nH]2)CCCC3)cc1	1.4	11.4	-9.3	-13.1	-49.0	-16.9	-10.5	-27.3	-29.1	-6.8	2.1
Oc1oc(-c2ccc(Br)cc2)nc1/C=N/c1ccccn1	7.1	2.4	1.6	-65.3	-65.3	-44.4	-40.8	1.5	-98.0	-27.5	-31.4
S=C1NC[C@H](Cc2ccccc2)N1CCCCC1CCCCC1	-12.0	3.9	-3.4	-50.8	-9.6	6.5	-10.6	2.8	9.2	-5.5	-16.7
CCOC(=O)c1cccc(NC(=O)CCc2nnc3ccc(N4CCN(C)CC4)nn23)c1	11.4	1.8	-7.0	-10.4	4.3	8.5	2.6	-5.1	-0.6	-0.4	22.8
O=C(C[C@H]1C/C=C\C[C@H](NC(=O)OCC2c3ccccc3-c3ccccc32)C(=O)OC[C@@H]2CCCN2C1=O)NCCO	-3.8	-0.8	12.3	4.0	-6.2	-14.9	-13.8	-24.0	18.6	0.9	14.4
COc1cc2c(cc1OC)C(C)N(S(=O)(=O)c1cn(C)cn1)CC2 (stereo unspecified)	-8.4	1.7	x	-6.6	2.0	9.6	14.5	22.3	5.0	3.4	9.7
COc1ccc2oc(C(=O)NCc3ccccc3CN3CCCC3)c(C)c2c1	-18.5	7.2	6.6	-23.8	2.3	12.6	9.1	17.6	-16.0	-9.5	-13.5
COc1ccc(NC(=O)C2=CC(c3ccc(OC)c(OC)c3)=NS(=O)(=O)N2C)cc1	3.7	12.8	2.8	37.3	22.9	-0.2	33.0	-20.7	42.1	42.6	9.1
CC1C=CCC2C(=O)N(c3cccc(C(=O)N4CCCCCC4)c3)C(=O)C12 (stereo unspecified)	20.2	-15.9	4.7	2.5	8.8	-6.5	-4.5	-14.2	6.8	7.1	7.8
Cc1cccc(N2C(=O)c3ccc(C(=O)Nc4cccc(C(=O)O)c4)cc3C2=O)c1	6.1	-1.0	-5.1	-28.7	-3.5	-19.5	-6.2	-28.3	-30.8	8.8	-3.6
CC1Cc2ccccc2N1C(=O)CSc1nn2c(=O)c(C(C)(C)C)nnc2s1 (stereo unspecified)	-2.3	-7.0	-1.5	12.8	-37.3	-16.5	20.3	19.1	27.0	34.0	6.5
CCc1cc(CNC(=O)C2CCC(=O)N(Cc3ccccc3F)C2)on1 (stereo unspecified)	-4.6	-6.2	-1.0	-6.9	-7.8	-0.1	-1.9	-1.1	-14.0	-6.7	-0.2
Cc1nnsc1C(=O)Nc1ccc(Cl)cc1Cl	-0.4	-10.5	-1.3	0.3	-43.4	-0.4	-14.9	-1.4	2.4	0.3	-21.5
CCOC(=O)c1cnn(-c2ccccc2)c1NC(=O)c1ccc(C)cc1	-6.7	-9.0	-3.5	7.0	-14.2	-18.3	10.7	6.1	0.7	2.5	-5.3
Cc1ccccc1SCC(=O)NNC(=O)c1ccccc1O	-8.3	23.0	-0.6	-38.4	-11.8	-6.3	4.5	18.7	-13.6	10.7	7.0
CNC(=S)NCc1ccc2[nH]c(C)cc2c1	12.4	-18.4	-1.3	9.2	-13.4	0.7	-4.8	7.5	0.9	10.0	12.3
O=C(NCCc1ccccc1)C1CCCN1S(=O)(=O)c1cccc2nsnc12 (stereo unspecified)	2.4	-7.2	6.7	-15.1	-10.4	-23.7	2.1	23.1	-11.2	-12.4	6.5
CC1CC(C)CN(C(=O)c2cccc3c2-c2ccccc2C3=O)C1 (stereo unspecified)	-10.7	-8.0	-1.1	-5.7	-22.1	4.3	9.8	4.7	0.7	18.4	7.7
COc1cc(NC(=O)C2C3C=CC(C3)C2C(=O)O)ccc1NC(=O)c1ccccc1 (stereo unspecified)	17.3	-4.8	-9.6	-21.5	-4.0	-19.9	-17.9	-4.7	-24.4	-7.2	-21.5
O=C(NCc1ccccc1F)C1CCCN(c2cnccn2)C1 (stereo unspecified)	4.5	6.0	-6.2	3.8	7.7	-7.3	4.3	-12.2	-18.1	2.0	3.7
COc1cccc(-c2nc(C(N)=O)c3[nH]c(=O)n(-c4cccc(Cl)c4)c3n2)c1OC	-8.5	8.2	-3.9	-7.8	19.7	-0.8	1.1	-16.1	-13.0	7.7	-8.6
CS(=O)(=O)c1ccc(-c2cccc(NC(=O)COc3ccccc3)c2)nn1	10.5	-11.2	-7.2	4.5	-13.7	-36.0	2.8	-3.2	37.7	12.2	0.8

Overlap with the part before: 2 compounds, followed by the next part.
SMILES	KKLEB tox	C8 TRAIL sens	EBV LMP1 NFkB	TROY NFkB inh	Shn3 inh set2	NCOA1 inh	NR2F2 inh	CF NFkB block	NR5A2 inv ag	TWEAK-Fn14 inh	SRC3 inh
COc1cccc(-c2nc(C(N)=O)c3[nH]c(=O)n(-c4cccc(Cl)c4)c3n2)c1OC	-8.5	8.2	-3.9	-7.8	19.7	-0.8	1.1	-16.1	-13.0	7.7	-8.6
CS(=O)(=O)c1ccc(-c2cccc(NC(=O)COc3ccccc3)c2)nn1	10.5	-11.2	-7.2	4.5	-13.7	-36.0	2.8	-3.2	37.7	12.2	0.8
CCCS(=O)(=O)NC(=O)C1(C)CCN(C(=O)c2ccc(OC)cc2OC)C1 (stereo unspecified)	4.8	2.2	x	-6.9	3.8	-35.4	19.4	-8.3	-9.4	-0.3	-14.9
Cc1ccsc1-c1cc2nc(NCCOc3ccccc3Cl)n(C)c(=O)c2s1	-8.2	-0.1	x	-36.4	-21.4	-16.1	-10.5	-7.8	1.7	-15.5	-31.6
COc1ccc(/C=C/C(=O)Nc2cc(=O)n(C)c(=O)n2C)cc1	10.1	19.7	3.4	-8.4	-100.0	-25.2	-25.2	-22.5	-85.0	0.1	-30.6
CCC/C(C#Cc1ccsc1)=C1/c2ccccc2C(=O)N1c1ccccc1	0.9	-9.0	-3.0	-64.1	-21.6	7.4	3.7	17.0	-10.6	40.1	6.1
O=C1NC[C@H](CCCCN2CCN(CCc3ccccc3)C(=O)C2=O)N(CCc2ccccc2)C1=O	x	1.4	x	-1.0	x	x	-9.6	x	-0.2	-2.1	x
CCOC(=O)c1cnc2scnn2c1=O	-8.3	3.7	8.6	2.0	19.2	-4.0	3.4	11.9	17.1	-30.1	4.0
COc1ccc(Nc2nc(C)cc(C)n2)cc1Cl	-7.7	3.9	-16.1	-53.4	-12.6	-22.1	-13.2	-20.2	-40.4	-17.2	-37.9
CN(Cc1ccccc1)S(=O)(=O)c1nnc(NC(=O)c2ccccc2F)s1	-8.6	-10.5	3.9	-5.3	-15.4	-8.9	12.0	-9.0	-3.7	4.1	-15.3
Cc1cc(C)c2nc(-c3ccco3)cc(C(=O)O)c2c1	1.0	-1.2	-11.8	7.8	-4.4	-1.1	3.3	-2.7	-5.1	-2.3	-0.5
CCC(C)(C)NC(=O)Cn1c(-c2ccccc2)cc(C(C)=O)c1C	0.9	-2.3	-6.3	0.6	-8.5	2.3	9.0	-18.9	17.1	8.5	-8.7
NNC(=O)c1ccc(Cn2cc(Br)c(N)n2)cc1	5.9	11.2	-6.5	-37.6	-18.1	-18.0	-8.4	-6.7	-15.4	-14.8	17.6
CCOc1ccc(NC(=O)CN(C)C(=O)c2ccc(N3CCCCC3)c([N+](=O)[O-])c2)cc1OCC	-12.0	-10.9	6.6	-1.2	9.9	7.2	-2.1	4.9	1.3	-6.2	-0.3
O=C(OCc1c(F)cccc1Cl)c1cccnc1Cl	4.7	1.2	-5.6	-5.7	-12.1	7.3	-2.3	-10.9	6.4	29.9	-2.7
CCN1CCN(CCCNC(=O)c2ccc3c(c2)NC(=O)/C(=C\c2cccc(C)c2)S3)CC1	-10.4	70.5*	-2.2	-36.5	9.1	5.7	-3.9	7.9	-19.5	-51.0	4.0
C=C(C)C1CC=C(C)/C(=N/NC(=S)Nc2ccccc2)C1 (stereo unspecified)	10.3	-0.3	-2.6	-39.4	13.6	-21.1	1.6	-11.9	-20.1	-11.6	-28.8
COC(=O)C(CC(C)C)Oc1ccc2c(C)cc(=O)oc2c1 (stereo unspecified)	1.2	9.0	-0.1	6.3	7.7	-22.4	-13.7	-4.2	11.1	-0.9	9.2
COc1cc(OC)cc(C(=O)NC(c2ccccc2)c2ccccc2)c1	-5.8	-1.8	0.3	22.6	13.5	1.6	11.5	-16.4	2.0	3.8	-10.8
Cc1nn(C(C)C(=O)NCCCN2CCCCCC2)c(=O)c2cc3sccc3n12 (stereo unspecified)	8.3	17.3	0.2	3.6	7.8	14.8	5.0	-3.5	0.1	-16.6	-2.7
O=C(NCCc1c[nH]c2ccccc12)C(=O)c1c[nH]c2ccccc12	-5.0	14.4	-5.3	-18.8	13.7	4.3	6.0	-12.0	13.7	-25.2	6.3
Cc1ccc(NC(=O)CS(=O)(=O)c2cn(CC(=O)N3CCOCC3)c3ccccc23)cc1	-3.6	2.4	2.8	-14.2	0.7	-21.4	-0.2	0.1	-15.5	-7.0	19.6
COC(=O)c1cc(S(=O)(=O)NCc2ccc3c(c2)OCO3)c[nH]1	-5.0	-3.2	-4.7	-0.4	-2.3	3.4	-5.5	9.4	-1.1	-18.7	-9.8
COc1ccc(S(=O)(=O)Nc2ccc3c(c2)n(C)c(=O)n3C)cc1F	4.0	14.2	-2.7	11.9	46.9	19.3	-9.2	-2.2	52.0	28.7	22.4
CCCCOCCCNC(=O)c1cccc(OC)c1	3.7	-4.0	4.7	15.6	11.7	0.9	-6.3	2.3	5.6	-5.0	10.2
COc1cc(OC)cc(C(=O)NC2CCSC2=O)c1 (stereo unspecified)	0.2	-4.6	-4.6	-1.7	-3.0	-7.1	3.1	3.9	9.2	-16.2	8.9
CCOC(=O)C(NC(=O)c1cccc(Cl)c1)(OCc1ccccc1)C(F)(F)F (stereo unspecified)	0.7	-7.3	3.3	25.1	8.0	4.8	6.5	15.9	0.3	3.8	12.1
CCN(Cc1cc(OC)c(OC)c(OC)c1)C(=S)Nc1cccc(SC)c1	-9.2	-3.7	3.6	16.1	78.7	14.7	7.7	7.5	7.5	-9.7	17.0
CCOC(=O)c1nn(-c2cccc(C)c2)cc1C(=O)c1ccccc1	-1.5	18.8	-18.4	-85.4	-56.8	-70.6	-30.0	-18.0	-35.9	-9.9	-55.8
O=C1CCCc2c1nc(-c1cccc(Cl)c1)n2O	-7.7	-8.1	3.6	1.8	-6.8	-8.9	0.6	11.8	-1.4	-15.1	-0.2
Cc1nc(C)n(CC(=O)N2CCCC(C(=O)c3ccc(C(F)(F)F)cc3)C2)n1 (stereo unspecified)	-20.2	4.8	9.5	-0.4	-3.4	-13.6	-3.9	12.7	19.6	2.3	13.3

Screening results (PubChem)

Some of the compounds tested; rates above refer to the full screens.
